NS5 inhibitors – Dengue-2 NS5 methyltransferase inhibitors, primary screen, biochemical, confirmation dose response (AID 588689) | 340,000 compounds, 0.3% hits | inhibition, % at 25 µM, or IC50 in µM where a hit was titrated | Dengue-2 NS5 methyltransferase capping enzyme assay, biochemical; higher % means a stronger effect; in the data active means a potency from the dose series; inconclusive means inhibition above about 29% without an active follow-up result
LYP inhibition – inhibitors of LYP phosphatase, biochemical, fluorescence intensity, uHTS (AID 1779); inhibition, % at 11.5 µM; hits with a dose series show IC50 in µM; 290,000 compounds, 0.054% hits; recombinant LYP phosphatase, fluorescence intensity; higher % means a stronger effect; in the data active means inhibition above about 50%;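 further: plate controls were vehicle with enzyme for no effect and no enzyme for full effect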
K1F lysis inhibition – inhibition of K1F phage lysis, E. coli UTI89, bacterial capsule biogenesis inhibitors, alamar blue (AID 488966). inhibition, % at 100 µM; hits with a dose series show IC50 in µM. E. coli UTI89 K1F phage lysis, alamar blue, 2 h; higher % means a stronger effect. 340,000 compounds, 0.02% hits;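 active means phage lysis inhibition, versus mean bacterial control, above a set limit; inconclusive means no clear call, values can overlap the other calls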;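 further: capsule biogenesis inhibitors block K1F phage lysis so surviving cells raise fluorescence; higher fluorescence means more inhibition of phage lysis; actives were called in the ten point dose series up to 300 µM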
AID2073 – inhibitors of Mint1-CaV2.2 protein interaction, biochemical, HTRF (AID 2073); 290,000 compounds, 0.19% hits; HTRF protein-protein interaction, Mint1-CaV2.2; higher % means a stronger effect; inhibition, % at 20 µM, or IC50 in µM where a hit was titrated; in the data active means inhibition mostly above about 51%, no sharp cut-off; inconclusive means no clear call, values can overlap the other calls; inactive means mostly below about 53%; further: some results filed as inactive read as strong as hits
RSV CPE inhibition – RSV antiviral activity via CPE protection, HEp-2 cells, primary 10 µM value included (AID 2391); CPE inhibition, % at 10 µM, or IC50 in µM where a hit was titrated; 310,000 compounds, 0.13% hits; HEp-2 cells, RSV-induced CPE inhibition; higher % means a stronger effect; in the data active means a potency from the dose series; inconclusive means CPE inhibition mostly from about 23% at the one dose, without a potency; inactive means the rest, 99 in 100 with CPE inhibition below about 21%; further: strong numbers were not always called active
WT yeast gro inh – growth inhibition of WT yeast, mitochondrial fusion screen. mitochondrial fusion phenotypic screen, WT strain. inhibition, % at 10 µM. 190,000 compounds, 2.1% hits. AID 1362; in the data active means inhibition above about 58%; tested in S. cerevisiae
Autophagy mod – modulators of autophagy | calls only at 10 µM (by protocol) | MEF GFP-LC3 puncta imaging; test concentration mostly 10 µM | 190,000 compounds, 0.98% hits;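 active means percentage of spot-positive cells more than 3 SD above its plate mean, without a fluorescence outlier flag or 80% toxicity; inconclusive means no clear call, values can overlap the other calls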;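 further: spot-positive cell cutoff set from DMSO-treated cells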
NTR1 ag – agonists of NTR1, primary screen, imaging, U2OS cells, beta-arrestin-GFP, high content (AID 493036) | 330,000 compounds, 0.17% hits | P30989 | NTR1-U2OS beta-arrestin-GFP spot imaging, agonist mode | activation, % at 20 µM;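 active means activation at or above 40% of the spot to cytoplasm intensity ratio, with at least 20 cells analyzed; inconclusive means wells under 20 cells, flagged as cytotoxic or low count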;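 further: 0% = DMSO without peptide and 100% = 100 nM NTR1 peptide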
Target sequence (P30989 whole entry, looked up): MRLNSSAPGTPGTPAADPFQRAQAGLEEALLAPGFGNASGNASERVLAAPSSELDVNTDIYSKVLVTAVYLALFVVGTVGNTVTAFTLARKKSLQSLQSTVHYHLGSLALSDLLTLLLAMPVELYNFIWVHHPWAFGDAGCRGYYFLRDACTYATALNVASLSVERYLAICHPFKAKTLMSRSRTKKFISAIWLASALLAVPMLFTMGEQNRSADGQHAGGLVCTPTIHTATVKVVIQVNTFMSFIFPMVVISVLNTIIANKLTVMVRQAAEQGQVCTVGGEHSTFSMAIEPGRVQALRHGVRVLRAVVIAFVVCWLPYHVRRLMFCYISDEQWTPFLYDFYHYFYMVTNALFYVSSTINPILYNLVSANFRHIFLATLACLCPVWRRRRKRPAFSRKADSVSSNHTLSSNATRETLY
GPR35 arrestin U2OS – GPR35 antagonists blocking zaprinast-driven arrestin recruitment, primary screen, imaging, U2OS, beta-arrestin-GFP, zaprinast agonist (AID 2058); U2OS GPR35 beta-arrestin-GFP translocation imaging, zaprinast antagonism; higher % means a stronger effect; inhibition, % at 10 µM; hits with a dose series show IC50 in µM; 290,000 compounds, 0.052% hits;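 active means inhibition of at least 50% with at least 30 cells and total cytoplasm GFP at most 10,000,000; inconclusive means under 30 cells or total GFP of 10,000,000 plus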
WT yeast gro inh mutant strain – recorded beside WT yeast gro inh, whose call it bears; inhibition, %; mitochondrial fusion phenotypic screen, mutant strain inhibition
Autophagy mod cell loss 18 h – recorded beside Autophagy mod, whose call it bears; toxicity, %; measured here: cell loss, nuclei count;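 cell loss after 18 h compound exposure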
NTR1 ag cell count 20 µM – second read-out of NTR1 ag, no call of its own (marks repeat the call); cell count; measured here: cell count, cytotoxicity flag
* marks the source's active call; other numbers are inactive results; i = inactive; u = inconclusive; x = no result given; [ ] = dose if it differs, or a comment. Not a hit list; about 2.6% have a hit in one of these screens.

SMILES	NS5 inhibitors	LYP inhibition	K1F lysis inhibition	AID2073	RSV CPE inhibition	WT yeast gro inh	WT yeast gro inh mutant strain	Autophagy mod	Autophagy mod cell loss 18 h	NTR1 ag	NTR1 ag cell count 20 µM	GPR35 arrestin U2OS
Cc1ccc2c(c1)N(C(=O)CCC(=O)NCc1cccc(F)c1)CCO2	-4%	-11%	7.7%	-1%	2.3%	x	x	x	x	-0.4	46	-1%
Cc1cc(C(=O)NCc2ccccc2)no1	-2%	-4%	4.5%	-8%	0.2%	3	17	i	-6	-2.5	54	-5%
CCOC(=O)C1CCN(C2CC(=O)N(c3ccc(OCC)cc3)C2=O)CC1 (centres undefined)	2%	-7%	1.7%	4%	0.4%	-31	2	i	3	2.0	44	6%
O=C(O)c1ccccc1-c1ccccc1C(=O)NCc1cccc(C(F)(F)F)c1	2%	2%	1.0%	-7%	0.3%	-12	-5	i	-14	0.7	53	20%
CC1CCN(CCCNC(=O)c2cc3c(=O)n(C)c4ccccc4c3n2C)CC1	-1%	-1%	3.0%	-8%	-2.7%	16	0	i	8	-1.5	67	12%
COC(=O)C1C2C=CC3(CN(Cc4ccco4)C(=O)C13)O2 (centres undefined)	1%	-1%	0.0%	7%	1.6%	-42	-8	i	-2	-0.8	42	9%
Cc1ccc(N=CC2=C(O)CC(c3ccc(Cl)cc3)CC2=O)cc1 (centres undefined)	1%	-6%	0.3%	-9%	6.7%	3	3	i	1	1.4	45	16%
O=C(Nc1ccc(N2CCOCC2)c(F)c1)c1ccncc1	5%	-3%	1.2%	-3%	-0.2%	-6	4	i	-2	0.0	48	2%
CCN1CCN(C(=O)C2CCC(=O)N(CCCN3CCCC3=O)C2)CC1 (centres undefined)	-4%	-7%	0.1%	10%	2.9%	x	x	x	x	-0.3	61	-2%
CCc1nnc2sc(-c3cc(-c4ccccc4)nc4ccccc34)nn12	-9%	9%	u	6%	5.0%	19	4	i	-3	5.8	56	-20%
CCn1cc2c(c1-c1cccc(C)c1)c(=O)n(C)c(=O)n2C	-2%	-8%	-1.1%	1%	0.8%	-9	7	i	8	1.6	68	-3%
COc1cccc(CC(=O)OCC(=O)NC2(C#N)CCCC2)c1	-11%	x	1.0%[50 µM]	x	0.8%	x	x	x	x	2.6	59	x
COc1ccc(N2CCN(C(=O)c3ccc4c(c3)[nH]c(=S)n3c5ccccc5nc43)CC2)cc1	x	4%	x	34%	2.2%	-6	-10	i	-3	4.4	54	9%
CC(C(=O)NC1CCCC1)N1CCN(S(=O)(=O)c2ccc(C(C)(C)C)cc2)CC1 (centres undefined)	-4%	x	1.7%[50 µM]	x	0.4%	x	x	x	x	0.9	54	x
COC(=O)c1cc(S(=O)(=O)NCc2ccccc2OC)cn1C	-10%	-16%	-0.2%	4%	7.4%	x	x	x	x	-0.8	60	5%
CCOc1cc(-c2nccc3cc(OC)c(OC)cc23)cc(OCC)c1OCC	-2%	6%	-0.1%	12%	13%	x	x	x	x	0.2	88	-1%
Cc1cc(SCC(=O)N/N=C/c2ccc(O)c(O)c2)c(C)cc1Br	5%	6%	1.0%	-4%	4.0%	27	10	i	1	1.1	53	5%
CC(C)COc1ccc(C/C(N)=N/n2cnnc2)cc1	-6%	-1%	0.2%	11%	-1.1%	-4	-10	i	9	0.4	96	4%
COc1ccc(S(=O)(=O)Cc2ccc(C(=O)NCc3ccccn3)o2)cc1	-1%	-14%	5.7%	-3%	0.8%	0	-6	i	6	0.4	53	14%
COc1ccc(-c2nnc(N(C)C(=O)c3ccno3)s2)cc1	2%	5%	0.8%	-10%	2.9%	1	4	i	-11	-0.5	45	-13%
Cc1ccc(SCc2nc(-c3ccccc3)no2)cc1	x	5%	0.0%	1%	4.6%	5	7	i	-2	2.1	40	4%
COCCN1C(=O)C(=O)/C(=C(/O)c2ccc(S(=O)(=O)N3CCOCC3)cc2)C1c1ccc(OC)c(OC)c1 (centres undefined)	0%	-4%	0.0%	4%	1.1%	x	x	x	x	-0.2	51	-2%
O=C(/C=C/c1ccc2c(c1)OCO2)NCc1cn2cc(Cl)ccc2n1	1%	-2%	-0.1%	-6%	-0.2%	-4	4	i	4	-1.5	60	0%
O=c1[nH]cc(N2CCCCCC2)c(=O)[nH]1	12%	-5%	0.5%	-9%	2.9%	x	x	x	x	-1.0	63	-1%
O=S(=O)(c1cccc(-c2nnc3n2CCCCC3)c1)N1CCOCC1	1%	-7%	0.0%	1%	-0.7%	x	x	x	x	-1.2	57	-12%
N#C/C(=C\c1ccccc1)C(=O)NC(=O)Oc1ccccc1	-2%	-5%	0.2%	-4%	3.5%	-7	3	i	-12	2.0	50	8%
c1cncc(-c2noc(C34CC5CC(CC(C5)C3)C4)n2)c1	-3%	-2%	6.1%	20%	12%	13	26	i	-3	1.7	79	7%
O=C(/C=C/c1c(Cl)cccc1Cl)N1CCOCC1	-11%	-10%	0.6%	-8%	0.3%	x	x	x	x	2.2	75	7%
CC(C)NCCCCOc1cccc(Br)c1	3%	-10%	-3.5%	-4%	0.0%	-2	5	i	-10	2.1	58	-10%
COc1cccc(NC(=O)C(=O)N/N=C(\C)CC(=O)Nc2ccc(NC(C)=O)cc2)c1	-4%	-13%	0.4%	-4%	-0.3%	x	x	x	x	-0.1	67	0%
CCC(C(=O)N1CCCC1)n1nc(C)c2c(C)n(-c3ccccc3)nc2c1=O (centres undefined)	-6%	-8%	-0.1%	7%	1.8%	x	x	x	x	-1.4	69	-3%
CCc1ccc2oc(C(=O)Nc3nonc3CC)c(C)c2c1	-5%	4%	0.2%	8%	9.7%	x	x	x	x	0.7	57	4%
CCCC(NS(=O)(=O)c1ccc(-c2ccc(=O)[nH]n2)s1)c1cccs1 (centres undefined)	3%	-6%	0.3%	-3%	1.6%	x	x	x	x	0.0	59	32%
COc1cc(-c2nc(Cc3c(F)cccc3Cl)no2)cc(OC)c1OC	-6%	-6%	3.1%	22%	0.5%	x	x	i	2	1.5	74	7%
Cc1ccc2[nH]c3c(=O)n(CC(=O)NCCCN4CCN(c5ccc(F)cc5)CC4)ncc3c2c1	-9%	-7%	3.7%	1%	-0.1%	x	x	x	x	-0.5	54	10%
CC(C)N(C(C)C)S(=O)(=O)c1ccc(N2CCc3ccccc3C2)nc1	-5%	9%	-1.0%	-2%	18%	x	x	x	x	32	49	-2%
Cc1ccc(C)c(NC(=O)CN(C)C(=O)c2ccccc2OCc2c(C)noc2C)c1	4%	x	0.5%[50 µM]	x	2.0%	x	x	x	x	0.5	53	x
C=CCOn1c(=O)c(-c2ccc(OCC)cc2)[n+]([O-])c2ccccc21	-3%	-3%	0.1%	6%	0.7%	x	x	x	x	0.4	94	11%
CCSc1nnc(-c2ccccc2N)c(=O)[nH]1	-1%	-1%	i	-10%	-0.4%	15	6	i	-3	0.3	65	-4%
CN(C(=O)CSc1nnc(Nc2ccccc2)s1)c1c(N)n(Cc2ccccc2)c(=O)[nH]c1=O	-3%	-6%	0.3%	-12%	1.3%	-1	-3	i	-1	1.7	55	8%
NC1=NC(=O)/C(=C\c2cc([N+](=O)[O-])ccc2Cl)S1	6%	0%	0.2%	31%	3.4%	-9	6	i	1	-0.2	89	3%
CCn1c(SCC(=O)Nc2ccc(OCc3ccccc3)cc2)nnc1-c1ccco1	-2%	0%	-0.1%	7%	12%	x	x	x	x	-0.2	75	14%
O=C(C1=C[C@H](c2ccc3c(c2)OCO3)C[C@H](OCc2ccc(CO)cc2)O1)N1CCOCC1	-7%	-9%	-5.7%	3%	2.1%	7	1	i	-3	2.7	43	-10%
COC(C/C=C/[C@H](O)[C@H](C)OCc1ccccc1)OC	-4%	x	1.4%	x	0.2%	x	x	x	x	-0.4	52	x
COc1cc(C(c2c(C)[nH][nH]c2=O)c2c(C)[nH][nH]c2=O)cc(Br)c1OC	15%	-10%	0.5%	-3%	-1.6%	x	x	x	x	1.8	64	-5%
COc1ccc(CN(CC(=O)NCCc2ccccc2)C(=O)CCC(=O)Nc2ccccn2)cc1	-7%	-4%	0.1%	3%	0.1%	x	x	x	x	-0.2	60	-9%
C/C(CC(=O)Nc1ccc(Cl)c(Cl)c1)=N\NC(=O)Cc1ccccc1	-3%	-7%	-1.1%[50 µM]	-6%	5.1%	3	10	i	-9	-4.8	76	5%
O=C(c1cncc(Br)c1)N1CCN(S(=O)(=O)c2ccccc2)CC1	-5%	-11%	1.4%	-5%	2.3%	x	x	x	x	0.6	56	1%
CCn1c(CCCNC(=O)c2cccs2)nc2ccccc21	-6%	2%	0.8%	22%	1.2%	-8	-2	i	6	1.1	57	-3%
Cc1ccc(C)c(NC(=O)CN(C)C(=O)c2ccc3c(=O)n4c(nc3c2)CCC4)c1	-2%	x	0.7%[50 µM]	x	1.1%	x	x	x	x	3.7	48	x
Oc1ccc[n+](CCCCC[n+]2cccc(O)c2)c1	-11%	2%	0.3%	9%	0.8%	x	x	x	x	0.4	52	3%
O/N=C(\Cc1cscn1)c1ccc(O)cc1O	1%	-8%	2.5%	1%	0.2%	-39	-18	i	-8	1.9	51	5%
N#CN=C1SCCS1	-5%	-9%	0.5%	-2%	1.6%	4	4	i	6	-0.1	67	-13%
OCCN=C1CCCc2c1[nH]c1ccc(Br)cc21	4%	-5%	-1.2%	3%	-5.0%	5	11	i	4	5.5	36	-9%
NC(=O)CC(NC(=O)c1cccc(Br)c1)c1ccc(NCC2CC2)c([N+](=O)[O-])c1 (centres undefined)	-3%	-11%	-0.1%	9%	-0.2%	x	x	x	x	0.2	84	3%
CCOc1ccccc1-c1nc(-c2cccc(Br)c2)no1	-14%	-3%	2.1%	9%	4.4%	-3	-19	i	-5	5.2	84	12%
CN(C)C(=O)c1ccc(NC(=O)c2cc(-n3cnnc3)ccc2Cl)cc1	-8%	-11%	-10%	-2%	0.5%	-16	-11	i	-9	3.6	54	2%
O=c1nc(SCc2cccc(C(F)(F)F)c2)nc2ccccn12	-8%	-2%	0.2%	-2%	20%	6	19	i	-34	3.2	56	-3%

A few values from above.
Value for CN(C)C(=O)c1ccc(NC(=O)c2cc(-n3cnnc3)ccc2Cl)cc1 in RSV CPE inhibition: 0.5%
Value for O/N=C(\Cc1cscn1)c1ccc(O)cc1O in K1F lysis inhibition: 2.5%
